# AT treatment: potential ataxia-telangiectasia treatment; 0.19% of 320,000 active; Potency, µM (doses to about 57.5 µM), for inactives: top-dose activation, most hits filed as activators; […] A-T fibroblasts, KAP-1 phosphorylation AlphaLISA; neocarzinostatin DNA damage 30 min before lysis; also: potency is read from the fitted curve at half-maximal effect; % of control where 0% means no effect; nearly all actives have a fitted effect of over 45% in size
#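 hTERT-immortalized A-T patient fibroblasts ([…]), 500 cells/well in OPTI-MEM, 1% FBS, got compounds for 60 min, then NCS for 30 min at 37C. Lysates were then assayed for phospho-KAP-1 by AlphaLISA (anti-pKAP1 donor, anti-KAP1 acceptor beads), 6 hr at 25C.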
# Eya2 inh: inhibitors of human Eya2 phosphatase activity | O00167 | recombinant Eya2, OMFP fluorescence dephosphorylation (OMFP is methylfluorescein phosphate) | Potency, µM (doses to about 76.9 µM), without a hit: at the highest dose activity, negative = inhibition, usual class: inhibitors | 0.006% of 330,000 active | AID 488837; also: potency is read from the fitted curve at half-maximal effect; % is scaled to controls: 0 for no effect and ±100 for the full control effect
#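 Eya2 (0.2 uM) preincubated 10 min at ambient with compound, then OMFP substrate added at 50 uM; 10 min reaction in 50 mM HEPES pH 7.5, 50 mM NaCl, 5 uM MgCl2, 0.05% BSA, 1 mM DTT. Fluorescence read at Ex 485/Em 525 nm.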
# KCNH2 3.1 block: inhibitors of human KCNH2 3.1 potassium channel isoform; U2OS KCNH2 3.1, thallium flux FluxOr; active compounds read low; activity change, % (tested at about 1.8 µM); 0.95% of 340,000 active; AID 720553;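 active = maximum activity change below -70%; inconclusive = maximum activity change from -70% to -50%; inactive = maximum activity change above -50%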;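 also: thallium influx rate constant from kinetic fluorescence after stimulation buffer; % is scaled to controls: 0 for no effect and ±100 for the full control effect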
#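 We transduce U2OS cells with the mutant 3.1 virus, culture them overnight, load FluxOr with Red40 quencher for 45 min, then add stimulation buffer and read kinetically for 2 min to derive a normalized rate constant.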
# USP2a block: inhibitors of human ubiquitin-specific protease USP2a; O75604; 0.01% of 330,000 active; Potency, µM (series often up to 38.3 µM), for the others: at the top dose activity change, negative = inhibition, actives largely listed as inhibitors; USP2 core, Ub-CHOP2 coupled fluorogenic reporter, 485/531;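 also: potency is read from the fitted curve at half-maximal effect; plate controls were DMSO wells for no effect and full inhibition by NEM control for full effect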
#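 Cell-free coupled assay: 10nM USP2 core preincubated 30min RT with compound in Tris-HCl pH 8.0/CaCl2/CHAPS buffer, then 25nM Ub-CHOP2 and 25nM reporter substrate; fluorescence (Ex 485/Em 531) read after 60min RT, normalized to NEM inhibition, concentration-response curves fitted.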
# Mito fusion yeast: inhibitors of mitochondrial division or activators of mitochondrial fusion | Potency, µM (titrated, usually from 46.1 µM), for the others: at the highest dose growth rescue (activation), actives largely listed as activators | 0.23% of 320,000 active | S. cerevisiae fusion-defective mutant growth rescue, CellTiterGlo 48 h;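 also: potency is read from the fitted curve at half-maximal effect; % of control where 0% means no effect; nearly all actives have a fitted effect of over 45% in size; temperature-sensitive fusion mutants such as fzo1-1 at 37 °C on non-fermentable ethanol glycerol medium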
#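 S. cerevisiae fusion-defective temperature-sensitive mutants (e.g. fzo1-1, mgm1-5) grown 48 h at 37C in YPEG (ethanol/glycerol non-fermentable) medium with 23 nl compound per well; growth rescue read as CellTiterGlo luminescence.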
# ELG1 repair inh: blocks ELG1-dependent DNA repair in HEK293T cells; HEK293T ELG1-luciferase reporter, luminescence, 16 h; DNA damage induced by 5-fluorouridine; Potency, µM (doses to about 46.1 µM), without a hit: top-dose activity change, negative = inhibition, usual class: inhibitors; 2.3% of 330,000 active; AID 504467; also: potency is read from the fitted curve at half-maximal effect; % is scaled to controls: 0 for no effect and ±100 for the full control effect; nearly all actives have a fitted effect of over 55% in size
#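 Overnight (16 hr) co-exposure of 2,000 cells/well to 5-fluorouridine and compound at 37 °C preceded detection. Luciferase was quantified via ONE-Glo luminescence; loss of signal denotes inhibition.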
# KCNH2 WT inh: inhibitors of human wildtype KCNH2 potassium channel; 0.37% of 340,000 active; Q12809; activity change, % at 1.84 µM; U2OS, BacMam KCNH2, thallium flux FluxOr; active compounds read low;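 active = maximum activity change below -70%; inconclusive = maximum activity change between -70% and -50%; inactive = maximum activity change above -50%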; also: % is scaled to controls: 0 for no effect and ±100 for the full control effect
#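 U2OS cells were transduced with wild-type KCNH2 virus (2.03 x 10^8 / mL) for 4 h at room temperature, then cultured overnight at 37 C. Thallium flux was read with FluxOr dye. Rate constants were normalized to DMSO controls.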
# TRPV1 agonist: human TRPV1 agonism; TRPV1-expressing cells, Fluo-8 calcium influx, agonist mode; activation, % at 8.33 µM; 0.19% of 320,000 active; AID 540275; in the data active = activation above about 80%; inconclusive = between about 30% and that limit; also: 0% is about no effect
#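 Cells expressing TRPV1 were dye-loaded with Fluo-8 and read kinetically: 10 s baseline, 3 min after compound (agonist portion), then 2 min after EC20 capsaicin (allosteric enhancer portion). Calcium-bound dye fluorescence at 480/520 nm.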
# TCR activator: activators of T cell receptors; primary human leukocytes, anti-CD3, IL-2 HTRF, 48 h; Potency, µM (doses to about 9.22 µM), for inactives: at the top dose activation of IL-2 secretion, most hits filed as activators; 330,000 tested, under 10 active; also: % of control where 0% means no effect
#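 48 hr co-incubation of compounds, a-CD3 beads and primary human leukocytes; IL-2 quantified homogeneously by HTRF with anti-IL-2 K and d2 conjugates.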
# TSHR antag: blocks TSH signaling through the human TSH receptor. P16473. TSHR-expressing cells, TSH-stimulated cAMP HTRF, 2 h; active compounds read low. activity change, negative = inhibition, % at 11.5 µM. 0.2% of 330,000 active. AID 504810;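 active = activity change below a set negative limit, meaning inhibition stronger than a set level, cut at about -70% in these data; inconclusive = activity change between two set negative limits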; also: % is scaled to controls: 0 for no effect and ±100 for the full control effect
# Target sequence (P16473 whole entry, looked up): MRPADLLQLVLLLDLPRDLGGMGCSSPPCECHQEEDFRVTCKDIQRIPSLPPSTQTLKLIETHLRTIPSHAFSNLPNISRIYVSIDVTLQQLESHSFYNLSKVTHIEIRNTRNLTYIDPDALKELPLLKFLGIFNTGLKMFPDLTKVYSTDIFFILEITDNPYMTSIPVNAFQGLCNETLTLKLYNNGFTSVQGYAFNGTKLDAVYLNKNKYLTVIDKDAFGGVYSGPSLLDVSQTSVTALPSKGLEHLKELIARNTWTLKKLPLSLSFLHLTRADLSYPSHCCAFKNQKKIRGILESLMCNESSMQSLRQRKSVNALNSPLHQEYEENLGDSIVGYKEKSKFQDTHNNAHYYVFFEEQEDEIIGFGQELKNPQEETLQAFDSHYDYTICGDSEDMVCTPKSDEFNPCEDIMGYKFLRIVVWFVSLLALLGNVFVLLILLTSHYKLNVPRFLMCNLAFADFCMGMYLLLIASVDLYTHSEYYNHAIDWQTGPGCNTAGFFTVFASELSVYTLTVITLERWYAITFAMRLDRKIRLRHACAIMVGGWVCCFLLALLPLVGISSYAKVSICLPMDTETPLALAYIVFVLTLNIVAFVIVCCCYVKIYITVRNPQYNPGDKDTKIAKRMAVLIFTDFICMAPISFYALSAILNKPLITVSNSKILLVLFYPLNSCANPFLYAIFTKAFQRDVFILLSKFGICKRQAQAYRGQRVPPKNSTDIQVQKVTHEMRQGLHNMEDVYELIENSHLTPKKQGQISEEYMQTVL
#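 Antagonism was scored as loss of TSH-driven cAMP in TSHR cells, stimulated with 4nM TSH (EC80) for 2 hours at 37 deg C and detected by homogeneous HTRF competition immunoassay.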
# The depositor's hits bear a star; i = inactive; ? = inconclusive; · = no result given; [ ] = another dose, or the depositor's remark. Unless noted, calls follow the shape of the dose curve; as a rule, active = well fitted curve in the direction sought with a large enough effect; inconclusive = small, poorly fitted or top-dose-only effect, or another doubt; inactive = no such curve, though single readings can be large; an effect the other way counts as inactive or inconclusive.
nr	structure	AT treatment	TCR activator	TRPV1 agonist	ELG1 repair inh	Mito fusion yeast	TSHR antag	Eya2 inh	KCNH2 3.1 block	USP2a block	KCNH2 WT inh
1	CCOC(=O)c1ccc(N(CC(=O)NC2CCCC2)C(=O)CNC(=O)c2ccco2)cc1	-4%	1%	-1	5%	-2%	5	16%	7	-1%	2
2	Cc1ccc(S(=O)(=O)N2CCCC(c3nc4c(nnn4Cc4ccc5c(c4)OCCO5)c(=O)[nH]3)C2)cc1 (configuration not stated)	1%	0%	4	-5%	3%	-14	-11%	-5	1%	-9
3	COc1ccc(-c2ccc(-c3nnc(Cc4ccc(OC)c(OC)c4)o3)cc2)cc1	-14%	5%	17	4%	-7%	-10	-8%	5	0%	-6
4	Cc1ccc(C(=O)N[C@H](C(=O)N2CCN(c3ccccc3F)CC2)C(C)C)cc1	2%	11%	?	-11%	4%	-11	-1%	8	3%	13
5	CC(=O)CSc1ncnc2scc(-c3ccc(F)cc3)c12	4%	4%	14	-12%	3%	0	-5%	-5	-16%	i
6	CCC(=O)NC(=Nc1nc2ccccc2s1)NC(=O)CC	0%	-1%	4	?	5%	5	3%	-6	-3%	1
7	CC(C)NC(=O)c1ccc2c(c1)nnn2C	3%	6%	0	6%	-2%	8	7%	-1	-1%	11
8	C=C(C)COc1ccc2c(C)c(C)c(=O)oc2c1OCC(=C)C	7%	-5%	?	?	2%	-13	-20%	5	-1%	13
9	CCCC(CCC(=O)Nc1cccc([N+](=O)[O-])c1)C(=O)O (configuration not stated)	3%	1%	1	-4%	0%	-1	15%	-11	3%	2
10	O=C(COC(=O)/C=C/c1nc2ccccc2s1)Nc1cccc(Cl)c1Cl	1%	-10%[46.1 µM]	0	-1%	-4%	-5	-5%	-4	1%	10
11	Cc1cccc(NS(=O)(=O)c2ccc(Cl)cc2)n1	6%	4%	-3	-6%	-8%	28	11%	-6	-1%	-8
12	CC(=O)N1c2ccccc2[C@@H](C)[C@@H]1C	0%	-3%	-1	?	-4%	38	-18%	6	1%	1
13	CC(=O)OCC(=O)c1c[nH]c2ccccc12	1%	4%	3	-8%	-1%	17	-9%	22	-3%	7
14	CCCCn1nnnc1SCC(=O)Nc1ccc(C)cc1	4%	9%	20	-2%	0%	-10	-1%	-6	4%	3
15	CCOc1ccccc1NC(=O)Cn1nnc(C(=O)Nc2ccc(C)cc2)c1N	-2%	-4%	-1	-12%	-6%	-2	6%	-7	0%	-127*
16	O=C1OC[C@@H]2CCCN2C(=O)[C@H](CC(=O)N(CCO)Cc2ccccc2)C/C=C\CC[C@@H]1Cc1ccc(F)cc1	7%	-1%	·	8%	·	12	-26%	0	2%	-1
17	CC1CCN(Cc2nc(-c3ccc(Cl)cc3)no2)CC1	2%	0%	11	?	-2%	-8	-26%	-10	13%	-13
18	Fc1ccc(Cn2cc(C(=S)N3CCOCC3)c3ccccc32)cc1	-1%	12%	-17	0%	1%	13	-3%	-7	-7%	0
19	Cc1ccsc1/C=N/N1CCOCC1	-1%	-35%	1	?	-6%	0	17%	9	0%	-10
20	CCOC(=O)C1CCN(S(=O)(=O)c2ccc(C)cc2)CC1	-5%	·	14	-9%	0%	-2	-12%	2	-1%	-8
21	COc1ccc(C(O)c2nc3ccccc3n2C)cc1OC (configuration not stated)	3%	·	3	9.2µM*	-2%	-15	-2%	8	-1%	3
22	CCCn1nnc2sc3c(c2c1=O)CCC(C)C3 (configuration not stated)	·	3%	11	?	0%	3	13%	3	1%	-2
23	CC(=O)c1cccc(NC(=O)NC(C)c2ccc3c(c2)OCO3)c1 (configuration not stated)	2%	5%	?	-5%	0%	7	-10%	47	4%	42
24	O=C(OCC1OC2OC3(CCCCC3)OC2C2OC3(CCCCC3)OC12)c1ccccc1 (configuration not stated)	0%	-6%[46.1 µM]	16	-10%	13%	16	6%	-42	2%	2
25	O=C(CSc1n[nH]c(-c2ccccc2Br)n1)NCCN1C(=O)CSC1=O	0%	-2%[46.1 µM]	0	20%	-4%	-8	-4%	-2	-6%	-4
26	CC(OC(=O)c1ccc2c(=O)n3c(nc2c1)CCC3)C(=O)Nc1ccc(C(N)=O)cc1 (configuration not stated)	16%	-12%	-1	-5%	1%	2	3%	4	1%	-6
27	O=C(Cn1nc(-c2cccc([N+](=O)[O-])c2)c2ccccc2c1=O)Nc1cccnc1	·	-3%	-2	-2%	-2%	5	16%	·	0%	-5
28	CCOC(=O)c1cc(NC(=O)Nc2cc(C)ccn2)c(C)nc1C	14%	0%	1	10%	21%	4	13%	2	-3%	8
29	Cc1csc2ncc(C(=O)NCc3ccco3)c(=O)n12	-4%	0%[46.1 µM]	1	-2%	2%	4	0%	1	-1%	-14
30	COc1ccc(NC(=S)NCc2ccc(F)cc2)cc1	22µM*	-11%	-4	27%	-24%	-11	1%	-6	-3%	-3

# Among those listed so far, these contain two or more sulfur atoms.
nr	structure	AT treatment	TCR activator	TRPV1 agonist	ELG1 repair inh	Mito fusion yeast	TSHR antag	Eya2 inh	KCNH2 3.1 block	USP2a block	KCNH2 WT inh
5	CC(=O)CSc1ncnc2scc(-c3ccc(F)cc3)c12	4%	4%	14	-12%	3%	0	-5%	-5	-16%	i
25	O=C(CSc1n[nH]c(-c2ccccc2Br)n1)NCCN1C(=O)CSC1=O	0%	-2%[46.1 µM]	0	20%	-4%	-8	-4%	-2	-6%	-4

# Further records
nr	structure	AT treatment	TCR activator	TRPV1 agonist	ELG1 repair inh	Mito fusion yeast	TSHR antag	Eya2 inh	KCNH2 3.1 block	USP2a block	KCNH2 WT inh
31	COc1ccc(N2C(=O)c3cccc4c(N(C)CCO)ccc(c34)C2=O)cc1	1%	·	27	17%	3%	-20	13%	9	25%	3
32	O=C(N/C(=C\c1ccc(Br)cc1)C(=O)N1CCCC1)c1ccccc1F	7%	0%	7	16%	-1%	2	-1%	-8	1%	20
33	Nc1cccc(C(=O)OCC(=O)NC2CCCc3ccccc32)c1 (configuration not stated)	11%	3%	-3	0%	6%	-6	-10%	-8	7%	43
34	Cc1ccc(C(=O)N/C(=C\c2ccc(-c3ccc(Cl)cc3)o2)C(=O)NCCCN(C)C)cc1	7%	7%	1	?	0%	1	-6%	?	1%	-83*
35	O=C(N/N=C/C=C/c1ccc2c(c1)OCO2)C(O)c1ccccc1 (configuration not stated)	18%	8%	24	?	0%	12	11%	0	5%	-2
36	CSC1=N/C(=C\c2ccccc2Cl)C(=O)N1N(C)C	-2%	3%	25	17%	6%	-8	-8%	-3	4%	-1
37	CC1CCCN(S(=O)(=O)c2ccc(NC(=O)C3CCN(C(=O)c4ccco4)CC3)cc2)C1 (configuration not stated)	1%	0%	-5	?	1%	-6	-2%	-9	1%	-1
38	Cc1cc(Br)cnc1NC(=S)Nc1ccc(F)cc1F	3%	-1%	2	3%	7%	-6	0%	-4	2%	12
39	Cc1ccc(-c2nc3ncccc3o2)cc1NC(=O)c1cc2ccccc2o1	-4%	2%	8	-2%	6%	1	2%[15.4 µM]	-15	-3%	-12
40	Cc1cccc(C)c1NC(=O)CN(C)C(=O)c1cc(S(=O)(=O)N(C)C)ccc1N1CCCC1	-1%	-13%	2	14%	-7%	5	-11%	-7	1%	-16
41	CCn1c(CCNC(=O)c2ccc(Cl)cc2Cl)n[nH]c1=S	-1%	·	-8	4%	-3%	-4	3%	26	2%	·
42	CC1CC(=O)N(CC(=O)NCc2ccc(F)cc2)c2ccccc2S1(=O)=O (configuration not stated)	-8%	-3%	1	0%	-3%	-5	1%	15	4%	6
43	Cc1cc(/C=C(\C#N)C(=O)O)c(C)n1CC1CCCO1 (configuration not stated)	-3%	10%	-1	-10%	-1%	-3	-7%	12	3%	·
44	CC1(C(=O)N(CC(=O)NC2CCCC2)Cc2ccc(Cl)cc2)CC(=O)N=C2C=CC=CN21 (configuration not stated)	2%	4%	0	22%	-7%	-1	5%	-9	1%	25
45	CCOc1ccccc1NC(=O)c1ccc2c(c1)C(=O)N(CC1CCCO1)C2=O (configuration not stated)	3%	2%	23	6%	-1%	36	2%	-2	1%	-7
46	CC(C)Oc1cccc(C(=O)Nc2ccc(CN3CCOCC3)cc2)c1	3%	4%	5	?	1%	-14	19%	-4	2%	-6
47	COc1ccc(Cl)cc1C(=O)Nc1ccc(CN2CCCCC2)cc1	3%	5%	-1	-16%	2%	-7	5%	23	10%	30
48	COc1ccc(NS(=O)(=O)c2cc(NC(=O)c3ccccn3)ccc2OC)cc1Br	6%	2%	·	?	·	10	0%	26	-10%	0
49	CCc1cccc(NC(=O)C2CCCN(S(=O)(=O)c3cccs3)C2)c1 (configuration not stated)	-5%	3%	0	0%	1%	17	18%	-7	-7%	-26
50	NC(=O)[C@@H]1CC2(CC(c3cccc(NC(=O)COc4ccc(Cl)cc4)c3)=NO2)CN1C(=O)COc1ccc(Cl)cc1 (some centres not stated)	-16%	-7%	5	?	2%	-11	9%	-8	-3%	-13
51	Cc1ccc(-n2nc(-c3ccco3)cc2C(=O)O)cc1	-3%	7%	2	16%	13%	-2	-17%	-4	5%	7

# Some of the compounds tested; rates above refer to the full screens.
